Source: PubChem
MC4R antag cAMP: blocks human MC4R cAMP signaling. actives 0.48% (n = 360,000). P32245. inhibition, % at 6.5 µM. MC4R-expressing cells, MTII-stimulated cAMP, LANCE TR-FRET;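 active = inhibition above its plate's cutoff, the mean of tested wells on that plate plus 3 SD, cut at about 29% in these data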;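 also: 0% = Melanotan II alone and 100% = Melanotan II plus saturating MCL0020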
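System – human MC4R-expressing U2OS cells · Also added – Melanotan II · Dosing – one concentration, 6.5 µM nominal · Timing – 30-min compound, 1-h challenge, 1-h detection, room temperature · Measured by – Eu-cAMP/anti-cAMP TR-FRET, emission 671 nm · Replicates – singlicate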
N-glyco inh: N-linked glycosylation inhibition | D54 ERlucT glycosylation luciferase reporter, 24 h; percent of 100 nM tunicamycin response | reporter increase, % at 12.5 µM | actives 0.23% (n = 360,000) | AID 588692;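 active = mean luciferase reporter signal, scaled so untreated is 0 and the glycosylation-blocking control 100, at or above a set limit in every replicate; inconclusive = mean reaches the limit but not every replicate does; inactive = mean below the limit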;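 also: luciferase carries N-glycosylation sites so blocking glycosylation raises the light; 0% = median of neutral control wells and 100% = median of 100 nM tunicamycin wells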
TLR9-MyD88 inh: blocks human TLR9 binding to MyD88 | CHO BLA complementation TLR9-MyD88, CCF4 FRET ratio | inhibition, % at 4.98 µM | actives 0.21% (n = 340,000);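 active = inhibition above the mean over all tested compounds plus 3 SD, cut at about 21% in these data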;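 also: 0% = DMSO only wells and 100% = clavulanate BLA inhibitor control wells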
Target sequence (Q99836 whole entry, looked up): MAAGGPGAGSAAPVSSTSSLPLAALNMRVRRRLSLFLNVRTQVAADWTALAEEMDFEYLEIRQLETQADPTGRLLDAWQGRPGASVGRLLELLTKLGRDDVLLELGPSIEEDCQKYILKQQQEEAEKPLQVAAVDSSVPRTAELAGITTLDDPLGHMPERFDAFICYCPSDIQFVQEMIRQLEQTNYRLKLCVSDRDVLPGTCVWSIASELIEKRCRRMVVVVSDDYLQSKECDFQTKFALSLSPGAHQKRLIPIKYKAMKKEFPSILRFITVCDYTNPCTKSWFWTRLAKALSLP
Target sequence (Q9NR96 whole entry, looked up): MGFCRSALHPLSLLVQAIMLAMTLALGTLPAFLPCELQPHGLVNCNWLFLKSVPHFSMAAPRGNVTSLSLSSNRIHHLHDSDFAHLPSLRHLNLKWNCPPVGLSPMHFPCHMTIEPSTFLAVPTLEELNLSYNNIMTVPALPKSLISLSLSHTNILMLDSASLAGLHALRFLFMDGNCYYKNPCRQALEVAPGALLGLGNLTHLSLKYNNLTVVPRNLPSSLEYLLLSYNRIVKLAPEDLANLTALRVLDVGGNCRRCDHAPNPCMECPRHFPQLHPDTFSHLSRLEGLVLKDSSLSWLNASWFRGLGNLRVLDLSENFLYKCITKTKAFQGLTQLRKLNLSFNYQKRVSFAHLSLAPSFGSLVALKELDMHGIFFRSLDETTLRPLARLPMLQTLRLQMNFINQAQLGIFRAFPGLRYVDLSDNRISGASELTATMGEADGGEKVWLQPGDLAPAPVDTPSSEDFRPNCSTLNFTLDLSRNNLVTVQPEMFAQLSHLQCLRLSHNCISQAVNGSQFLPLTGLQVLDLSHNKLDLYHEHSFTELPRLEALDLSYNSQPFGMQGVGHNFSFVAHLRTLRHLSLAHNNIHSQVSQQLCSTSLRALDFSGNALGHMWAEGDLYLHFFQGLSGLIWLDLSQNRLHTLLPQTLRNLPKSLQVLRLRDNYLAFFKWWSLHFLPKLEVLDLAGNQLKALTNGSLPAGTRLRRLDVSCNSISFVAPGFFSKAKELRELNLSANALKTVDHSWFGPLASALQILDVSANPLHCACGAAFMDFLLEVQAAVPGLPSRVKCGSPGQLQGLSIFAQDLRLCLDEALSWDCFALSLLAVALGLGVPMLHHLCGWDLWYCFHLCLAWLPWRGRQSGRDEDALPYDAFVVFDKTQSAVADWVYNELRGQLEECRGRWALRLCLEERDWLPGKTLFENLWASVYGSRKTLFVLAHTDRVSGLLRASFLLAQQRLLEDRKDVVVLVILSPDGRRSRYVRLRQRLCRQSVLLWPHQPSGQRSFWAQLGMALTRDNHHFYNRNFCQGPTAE
aDG glyco act: alpha-DG glycosylation activation | Pro5-aDG cells, alpha-DG glycosylation AlphaScreen (IIH6); 0% Pro5, 100% B10-LARGE cell signal | activation, % at 10 µM | actives 0.22% (n = 360,000);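 active = activation of at least 8% versus controls, or a plate z-score of at least 8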;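 also: Pro5 are CHO cells carrying HIG-tagged alpha-DG that lacks glycosylation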
Vif inh: blocks HIV Vif function; HEK293T cells, Vif self-association by quenched fluorescence, imaging, 24 h; inhibition, % at 7.49 µM; actives 0.35% (n = 340,000); AID 602346; in the data active = inhibition above about 50%, passing the limit was not always enough; inconclusive = no clear call, values can overlap the other calls; inactive = below about 31%; also: some results filed as inactive read as strong as hits
ABCB6 inh MLPCN: human ABCB6 transporter inhibition; Q9NP58; K562-ABCB6 porphyrin accumulation, flow cytometry, 1 h; stronger effect = lower value; fluorescence ratio to DMSO, % at 10 µM; actives 0.19% (n = 360,000); AID 602162;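 active = fluorescence ratio to DMSO below 75%, the collection mean minus 3 SD; inconclusive = too few cells collected in the well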;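 also: signal is porphyrin accumulated inside mitochondria; 100% equals median channel fluorescence of DMSO control wells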
NOD2 RIPK2 PPI: blocks binding of human NOD2 to RIPK2; CHO BLA complementation NOD2-RIPK2, CCF4 ratio; inhibition, % at 4.98 µM; actives 0.38% (n = 360,000); in the data active = inhibition above about 21%;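 also: 0% = vehicle only and 100% = reference blocker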
ABHD5-PLIN5 inh: blocks binding of human ABHD5 to perilipin-5. Q00G26+Q8WTS1. Split G. princeps luciferase complementation, luminescence, 4 h. inhibition, % at 4 µM. actives 0.78% (n = 360,000);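 active = inhibition above the mean inhibition across every tested compound plus 3 SD, cut at about 22% in these data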;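 also: 0% = DMSO only wells and the 100% control is not disclosed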
MC4R ag barr: activates human MC4R beta-arrestin recruitment. P32245. U2OS MC4R beta-arrestin complementation, luminescence; percent of melanotan II response, DMSO zero. activation, % at 8.9 µM. actives 0.98% (n = 360,000). AID 540308;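 active = activation above a per-plate cutoff, the mean activation of sample wells on that plate plus 3 SD, cut at about 8% in these data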
Exocytosis inh: blocks lytic granule exocytosis; actives 0.66% (n = 360,000); AID 651702; inhibition, % at 10 µM; TALL-104 LAMP-1 surface exposure, flow cytometry; cells stimulated with thapsigargin and PMA;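 active = inhibition above about 55%, limit read from the data; inconclusive = no clear call, values can overlap the other calls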
* marks the source's active call; other numbers are inactive results; ? = inconclusive; . = no result given.

SMILES	MC4R antag cAMP	N-glyco inh	TLR9-MyD88 inh	aDG glyco act	Vif inh	ABCB6 inh MLPCN	NOD2 RIPK2 PPI	ABHD5-PLIN5 inh	MC4R ag barr	Exocytosis inh
COc1ccc(CCNC(=O)c2cnn3c(C(F)F)cc(C)nc23)cc1OC	15	3	-4	0.2	4	97	-15	-1	0.0	3
COc1ccc2[nH]c(=O)c(C(c3nnnn3CC3CCCO3)N3CCc4ccccc4C3)cc2c1 (configuration not stated)	2	1	9	-0.1	4	94	-10	7	-1.1	1
CCOC(=O)C1CCCN(C(=O)c2cc3nc(-c4cccc(OC)c4)cc(C(F)(F)F)n3n2)C1 (configuration not stated)	-3	1	9	0.0	-10	96	-7	-1	1.1	2
CCN(CCO)c1ccc(Nc2cc(-c3ccc(-c4ccccc4)cc3)ncn2)cc1	11	1	.	0.2	-4	102	5	-1	-0.3	-5
NS(=O)(=O)c1ccc(CCNC(=O)CCCn2ncn3c(cc4occc43)c2=O)cc1	4	-1	2	0.0	1	105	-3	2	-3.5	0
CC(SC#N)C(=O)C12CC3CC(CC(C3)C1)C2 (configuration not stated)	-6	7	4	0.2	0	102	1	-6	-0.2	-2
CCCCC(=O)NC(c1ccco1)c1c(O)ccc2ccccc12 (configuration not stated)	0	-1	3	0.2	2	95	2	-2	-1.3	5
CNC(=O)Nc1ccccc1C(=O)NCc1ccccc1	2	0	-9	-0.3	6	101	5	2	-1.3	0
O=C1C(C=NCc2cccnc2)=C(O)c2ccccc21	9	-5	-7	0.0	1	99	-4	0	-0.6	-2
CCCCNCCOc1ccccc1-c1ccccc1	1	-5	-1	2.1	6	99	12	6	-0.1	1
Cc1cc(C)c2[nH]c(=O)c(C(c3nnnn3Cc3ccc4c(c3)OCO4)N3CCCC3)cc2c1 (configuration not stated)	5	1	-5	0.3	15	105	-8	2	2.3	2
Cc1ncc(CN2CCCC(C(=O)Nc3ccc(-c4ccco4)cc3)C2)n1C (configuration not stated)	7	-6	3	0.4	9	97	-5	12	-2.4	9
O=C(Nc1cccc(Cl)c1)c1ccc(OC(=S)N2CCOCC2)cc1	-3	-8	-2	1.1	-27	101	1	7	3.4	0
CCC1=NN(C(=O)CCc2ccc3c(c2)OCO3)C(O)(C(F)(F)F)C1 (configuration not stated)	6	-1	-1	-0.4	?	99	-12	-1	-2.5	-1
CC1(C)CC2(CCO1)OC(=O)CC2C(=O)Nc1ccc(Br)cc1 (configuration not stated)	7	1	2	-0.2	-3	98	0	-5	-1.1	-6
CCN(CC)S(=O)(=O)c1ccc2c(c1)nc(CCC(=O)Nc1ccccc1Cc1ccccc1)n2CC	19	-4	7	-0.1	18	93	-9	3	-0.2	1
O=C(NCCCN=C1NS(=O)(=O)c2ccccc21)c1ccc(F)cc1	10	3	6	-0.1	-15	97	-3	-1	-2.4	0
Cc1cc(OCC(=O)Nn2cnnc2)ccc1Br	0	2	1	0.2	.	101	-36	10	1.2	0
Cc1ccc(C)c(CN2CCN(c3ncccn3)CC2)c1	-1	-1	0	0.0	18	100	0	0	-0.2	-6
Cn1cc(Br)c(C(=O)NN2C(=O)C3C4C=CC(C5CC45)C3C2=O)n1 (configuration not stated)	-1	2	-2	-0.2	-5	95	3	0	-4.9	2
COc1ccc(NC(=O)Cn2cc(C(=O)C3CC3)c3ccccc32)cc1	3	-2	7	0.1	-1	96	-5	6	-1.6	10
N#Cc1cccc(NC(=O)Cn2cnc(S(=O)(=O)N3CCCCC3)c2)c1	0	2	6	-0.2	5	99	-2	4	1.4	-13
NC(=O)C(c1ccc(F)cc1)c1ccc(C(=O)c2ccccc2)cc1 (configuration not stated)	9	-7	-1	0.1	-6	94	3	4	-0.4	-1
CSc1nc2ccc(S(=O)(=O)N(C)C)cc2s1	7	0	-6	1.6	11	102	-1	3	-1.2	2
CCc1ccc(N2C(=O)CN(Cc3ccc(OC)c(OC)c3)C2=S)cc1	-7	-4	-2	0.2	11	97	-10	0	4.0	4
SMILES	MC4R antag cAMP	N-glyco inh	TLR9-MyD88 inh	aDG glyco act	Vif inh	ABCB6 inh MLPCN	NOD2 RIPK2 PPI	ABHD5-PLIN5 inh	MC4R ag barr	Exocytosis inh
O=C(N/N=C/c1cc2c(cc1Br)OCO2)c1c[nH]c2ccccc12	-5	2	4	0.3	2	99	2	3	-0.6	2
Cc1ccsc1/C=N/NC(=O)Cc1cccn1C	-4	6	5	-0.5	9	102	6	1	0.3	4
O=C1CC(c2ccccc2)CC(=O)N1c1ccccc1	2	3	-5	0.0	9	97	-4	-1	3.1	-6
COCCn1cnc2c1c(=O)n(CC(=O)c1ccc3c(c1)OCCO3)c(=O)n2Cc1ccccc1	1	-1	-1	-0.1	-18	98	-21	11	2.4	6
O=C(CCC(=O)Nc1ccccc1Cl)N/N=C/c1c[nH]c2ccccc12	2	1	-5	-0.1	14	101	-2	-4	0.9	0
CC1CCCN(C(=O)CSc2nnc(-c3ccc(S(=O)(=O)N4CCOCC4)cc3)n2C)C1 (configuration not stated)	-3	0	7	-0.1	10	95	1	1	-2.6	2
COc1ccc(-n2cc3c(-c4cccc(Br)c4)nnc(C)c3n2)cc1	7	0	5	-0.3	2	199	15	1	-0.7	-1
CCCc1cc(C(=O)Nc2ccc(C(=O)c3ccc(F)cc3)cc2)n(C)n1	-5	-4	8	0.6	-5	91	11	1	-0.8	1
CC(C)(C)c1ccc(-c2noc(CCC(=O)N3CCOCC3)n2)cc1	20	-5	1	0.1	-8	97	3	0	0.9	-2
C=CCN1CCOc2ccc(C)cc2S1(=O)=O	6	2	1	0.3	7	97	-2	2	-0.8	-2
CC(C)Cn1c(NCCO)nc2ccccc21	6	-1	0	-0.1	3	99	1	7	0.1	-2
CN1CCN(C(=O)c2ccc(N(Cc3ccc(Cl)cc3)S(C)(=O)=O)cc2)CC1	15	1	-1	0.0	-4	95	16	-5	-0.5	1
NS(=O)(=O)c1ccc(C(=O)O)cc1	13	1	1	0.0	8	98	-5	-7	-0.1	-2
Cn1c(=O)c2[nH]c(CCCCCc3nc4ccccc4[nH]3)nc2n(C)c1=O	-1	4	.	-0.2	0	101	-3	4	0.3	-3
O=C(CCS(=O)(=O)c1ccccc1)N1CCN(c2cccc(C(F)(F)F)c2)CC1	12	-2	-4	-0.4	1	96	2	3	-3.3	22
Cc1ccc(C(=O)Nc2c3c(nn2C(C)(C)C)CS(=O)(=O)C3)cc1[N+](=O)[O-]	-2	3	2	0.0	-6	97	4	9	0.9	0
CCS(=O)(=O)N1Cc2ccccc2CC1C(=O)N1CCN(c2cccc(C)c2C)CC1 (configuration not stated)	1	-1	3	-0.1	-4	97	0	6	-3.4	0
Cc1ccccc1-c1nc(CN2CCC(C(=O)O)CC2)c(C)o1	-3	1	14	-0.1	-9	100	-14	6	2.8	0
C/C(=N\NS(=O)(=O)c1c(C)cc(C)cc1C)c1ccncc1	-1	1	3	0.2	-1	95	0	-12	-2.5	-5
Cc1noc(C)c1C(=O)NC1=NCCS1	-6	.	1	-0.3	.	100	-8	3	2.1	36
CCC(C)Sc1nnc(Cc2cc(=O)[nH]c(=O)[nH]2)n1-c1ccc(OC)cc1 (configuration not stated)	4	0	4	0.1	10	91	-4	-1	-0.1	12
CC(C)CC1=NN(C(=O)c2cccnc2)C(O)(C(F)(F)F)C1 (configuration not stated)	13	3	0	-0.2	5	96	-6	-4	-2.8	-1
CCOc1ccc(-c2nn3c(-c4ccc(F)cc4)nnc3s2)cc1	3	2	0	0.2	.	98	-10	-8	0.5	-2
COc1ccc(/C=C(\NC(=O)c2ccco2)C(=O)NCCc2nc3ccccc3[nH]2)cc1	-1	2	.	-0.1	-1	97	-8	-2	-1.7	-4
Cc1cccc(-n2[nH]c(C)c(C=Nc3ccc4[nH]c(=O)[nH]c4c3)c2=O)c1	13	4	4	-0.3	0	94	-2	4	-1.2	2
SMILES	MC4R antag cAMP	N-glyco inh	TLR9-MyD88 inh	aDG glyco act	Vif inh	ABCB6 inh MLPCN	NOD2 RIPK2 PPI	ABHD5-PLIN5 inh	MC4R ag barr	Exocytosis inh
COc1ccc(N2CC(C(=O)Nc3nnc(SCC(=O)N4CCOCC4)s3)CC2=O)cc1 (configuration not stated)	0	1	-6	-0.1	7	101	0	-8	-3.0	-21
O=C(Cn1cnnn1)NCCc1ccc(Cl)cc1Cl	4	2	5	0.2	5	98	-1	-2	-2.4	3
CCOc1ccccc1NC(=O)NCc1ccccn1	-3	2	2	-0.4	3	96	0	-7	-3.2	-3
O=C(O)c1ccc(N/N=C/c2c[nH]c3ccccc23)cc1	-3	-21	-6	-0.2	-3	94	-3	-3	-0.4	8
CC(C)NC(=O)c1ccc(-c2ccc(F)c(F)c2)c2ccoc12	8	-4	.	0.7	3	102	1	0	0.9	1
Cc1nn(-c2ccccc2)nc1-c1nnc(-c2ccc(C(F)(F)F)cc2)o1	7	-3	9	-0.1	-1	98	-2	9	-1.0	0
Nc1c(C(=O)N/N=C/c2ccc([N+](=O)[O-])cc2)cnn1-c1ccccc1	6	-9	10	-0.1	-1	92	0	3	1.4	15
CN(CCC#N)C(=O)COC(=O)c1cc(Cl)cc(Cl)c1N	-5	1	5	0.4	-3	92	-14	6	-0.8	-3
O=C(NC1CCCC1)C1CC(=O)N(C2CCCCCCC2)C1 (configuration not stated)	-3	1	0	-0.2	3	91	-2	2	0.6	9
O=C(COc1coc(CN2CCc3ccccc32)cc1=O)NCCc1ccccc1	5	-1	-4	0.1	-6	101	-13	1	0.5	-4
CC(C)(C)c1ccc(NC(=O)CCNC(=O)c2ccco2)cc1	7	0	2	0.0	8	99	1	-5	-0.4	-3
O=C(CN1CCN(c2ncccn2)CC1)Nc1ccccc1-n1cccc1	-8	-1	1	0.3	-7	104	-19	14	2.2	8
Cc1nn(CCC(=O)NCCc2ccccc2Cl)c(=O)c2nn(-c3ccccc3)c(C)c12	7	-4	-6	0.1	-1	105	-3	14	-2.7	0
CC1=C(C(=O)N2CCOCC2)C(c2ccc(Br)cc2)NC(=S)N1c1ccccc1 (configuration not stated)	0	2	4	-0.3	-5	100	1	-4	-2.6	-4
Cc1[nH]c2ccccc2c1-c1csc(NC(=O)CSCC(=O)O)n1	2	2	-3	-0.3	0	106	-11	0	4.0	0
C=CCN1C=C(C(=O)c2ccccc2)C(=O)CC1	1	1	6	-0.1	6	97	-3	-5	2.5	-3
N#Cc1c(NC(=O)C2CCCO2)sc2c1CCCCCC2 (configuration not stated)	3	1	10	-0.4	-8	103	-9	-3	-2.5	2
CCOc1ccc(NC(=O)N(CCN(C)C)C(C)c2ccncc2)cc1 (configuration not stated)	2	1	-11	-0.2	3	103	5	-5	-1.3	2

Looked up one by one from the entries so far:
SMILES	MC4R antag cAMP	N-glyco inh	TLR9-MyD88 inh	aDG glyco act	Vif inh	ABCB6 inh MLPCN	NOD2 RIPK2 PPI	ABHD5-PLIN5 inh	MC4R ag barr	Exocytosis inh
N#Cc1c(NC(=O)C2CCCO2)sc2c1CCCCCC2 (configuration not stated)	3	1	10	-0.4	-8	103	-9	-3	-2.5	2
CC(C)NC(=O)c1ccc(-c2ccc(F)c(F)c2)c2ccoc12	8	-4	.	0.7	3	102	1	0	0.9	1
COc1ccc(N2CC(C(=O)Nc3nnc(SCC(=O)N4CCOCC4)s3)CC2=O)cc1 (configuration not stated)	0	1	-6	-0.1	7	101	0	-8	-3.0	-21

Not all compounds are listed; rates above refer to the full screens.
